# RGS8-Gao reg – regulators of human RGS8-Galphao interaction. response (percent of control binding), % at 10 µM. hit rate 0.34% among 220,000. multiplexed bead flow cytometry, RGS8-Galphao binding; actives lie on both sides; in the data active = response below about 60% or above about 140%; inactive = in between;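 note: Galphao activated as the GDP aluminium fluoride complex binding bead-coupled RGS8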
# Target sequence (P09471 whole entry, looked up): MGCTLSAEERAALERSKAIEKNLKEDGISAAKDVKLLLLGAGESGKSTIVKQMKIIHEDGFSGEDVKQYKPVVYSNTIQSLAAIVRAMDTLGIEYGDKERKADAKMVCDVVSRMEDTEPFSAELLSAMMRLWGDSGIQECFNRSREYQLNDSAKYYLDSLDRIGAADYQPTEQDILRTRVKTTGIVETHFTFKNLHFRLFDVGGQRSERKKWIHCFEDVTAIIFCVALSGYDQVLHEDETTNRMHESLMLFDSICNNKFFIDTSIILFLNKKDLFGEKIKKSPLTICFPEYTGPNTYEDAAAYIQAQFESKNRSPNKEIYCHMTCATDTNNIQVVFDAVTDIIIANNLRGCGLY
# Bim-Bcl-B – human Bim-Bcl-B interaction inhibition; Q9HD36; bead-based flow cytometry, Bim peptide-Bcl-B binding; inhibition, % at 10 µM; hit rate 0.073% among 190,000;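 note: 0% = tracer peptide without compound and 100% = reference inhibitor peptide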
# Bfl-1 Bim block – disrupts Bim binding to human Bfl-1; Bead-based flow cytometry, Bim-Bfl-1 binding inhibition; inhibition, % at 10 µM; AID 1008; hit rate 0.12% among 190,000;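 note: 0% = wells without compound plus tracer and 100% = blocker peptide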
# ABCG2 inh – human ABCG2 inhibition, ABCB1 as counter-screen; inhibition, % at 6.6 µM; hit rate 0.1% among 190,000; IgMXP3 cells, JC-1 efflux, flow cytometry; Q9UNQ0;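 active = inhibition above 80%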;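 note: 0% = DMSO and 100% = nicardipine control wells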
#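 Read-out basis: Efflux inhibition in percent versus controls | Test system: ABCG2 IgMXP3 and barcoded ABCB1 CCRF-Adr cell mix | Quantity: 3 million cells/mL in well | Schedule: 10 min at 25 °C | Control set: Nicardipine as high control, DMSO as low control | Reagent: JC-1 as fluorescent efflux pump substrate | Signal: Flow cytometry of retained JC-1 fluorescence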
# Bim-Bcl-2 – inhibitors of Bim-Bcl-2 interaction, human; hit rate 0.06% among 190,000; P10415; Bead-based flow cytometry, Bim peptide-Bcl-2 binding; inhibition, % at 10 µM; in the data active = inhibition above about 40%; inconclusive = no clear call, values can overlap the other calls;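 note: 0% = no compound wells with probe peptide and 100% = reference peptide inhibitor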
# Bcl-W Bim block – inhibitors of Bim-Bcl-W interaction, human; Q92843; inhibition, % at 10 µM; bead-based flow cytometry, Bim peptide-Bcl-W binding; hit rate 0.02% among 190,000;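 note: 0% = bound tracer without compound and 100% = peptide blocker; higher means less fluorescent Bim peptide bound to Bcl-W beads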
# Target sequence (Q92843 whole entry, looked up): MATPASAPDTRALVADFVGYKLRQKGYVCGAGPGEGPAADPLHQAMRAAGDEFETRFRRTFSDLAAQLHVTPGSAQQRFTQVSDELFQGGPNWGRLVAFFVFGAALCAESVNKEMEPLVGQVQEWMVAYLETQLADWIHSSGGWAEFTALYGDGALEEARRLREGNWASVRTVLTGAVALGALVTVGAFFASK
# RGS4-Gao reg – modulates binding of RGS4 to human Galphao. Multiplexed bead flow cytometry; actives lie on both sides. P09471. hit rate 0.33% among 220,000. binding response (% of control), % at 10 µM. AID 1415; in the data active = binding response below about 49% or above about 150%; inactive = in between;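 note: fluorescent Galphao activated with aluminum fluoride binding bead-coupled RGS4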
# RGS7-Gao reg – human RGS7-Galphao interaction regulation; binding response (% of control), % at 10 µM; hit rate 0.35% among 220,000; AID 1439; Multiplexed bead flow cytometry, RGS7-Galphao binding; actives lie on both sides; in the data active = binding response below about 49% or above about 150%; inconclusive = no clear call, values can overlap the other calls; inactive = in between;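 note: fluorescent Galphao held in activated GDP-AlF4 state binding bead-coupled RGS7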
# Bim-Bcl-XL – human Bim-Bcl-XL interaction inhibition. Q07817. Bim peptide-Bcl-XL binding, bead flow cytometry, fluorescence. inhibition, % at 10 µM. hit rate 0.04% among 190,000. AID 1007
# Mcl-1 Bim block – human Bim-Mcl-1 interaction inhibition | Bead-based flow cytometry, Bim peptide-Mcl-1 binding | inhibition, % at 10 µM | hit rate 0.1% among 190,000 | AID 1009;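 note: 0% = no compound tracer wells and 100% = peptide blocker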
# Target sequence (Q07820 whole entry, looked up): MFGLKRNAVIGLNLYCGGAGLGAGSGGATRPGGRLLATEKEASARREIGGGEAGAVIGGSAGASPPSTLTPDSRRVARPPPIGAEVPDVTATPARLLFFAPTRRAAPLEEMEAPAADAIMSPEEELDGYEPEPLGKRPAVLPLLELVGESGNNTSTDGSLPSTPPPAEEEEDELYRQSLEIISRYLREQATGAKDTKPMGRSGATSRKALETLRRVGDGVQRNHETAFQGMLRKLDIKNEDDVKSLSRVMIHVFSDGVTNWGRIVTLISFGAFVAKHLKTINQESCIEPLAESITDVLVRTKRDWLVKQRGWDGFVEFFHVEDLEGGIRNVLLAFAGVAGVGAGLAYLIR
# ABCB1 block – human ABCB1 inhibition, ABCG2 as counter-screen. P08183. CCRF-Adr cells, JC-1 efflux, flow cytometry. inhibition, % at 6.6 µM. hit rate 0.067% among 190,000. AID 1326; in the data active = inhibition above about 40%;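 note: 0% = vehicle and 100% = reference inhibitor; higher value means more JC-1 retained so stronger ABCB1 efflux block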
# * hit, by the source's call; u = inconclusive; x = no result given. Cut-off read from the data, not from the text of the source, unless noted: active = inhibition above about 40%.
SMILES,RGS8-Gao reg,Bim-Bcl-B,Bfl-1 Bim block,ABCG2 inh,Bim-Bcl-2,Bcl-W Bim block,RGS4-Gao reg,RGS7-Gao reg,Bim-Bcl-XL,Mcl-1 Bim block,ABCB1 block
O=C(N/N=C/c1cc([N+](=O)[O-])ccc1O)C1CCCCC1,95,-14,-13,18,-21,-6,91,88,-5,-2,0.8
N#Cc1ccc(C(c2nnnn2Cc2ccccc2)N2CCCC2)cc1 (stereo not drawn),101,1,-6,2,-1,4,101,97,-1,3,0.4
COc1cccc(OC)c1C(=O)N1CCN(Cc2ccc3c(c2)OCO3)CC1,111,-5,-6,2,-2,2,110,103,-5,1,0.1
O=C(COc1cc(Cl)c(Cl)cc1Cl)Nc1ccncc1,102,-5,-10,4,-5,0,98,96,-6,-3,0.5
O=C(CCC(=O)N1CCOCC1)c1ccc(F)cc1,99,-2,-6,5,-2,0,100,95,-2,1,0.1
C/C(=N\NC(=O)Nc1ccccc1)c1ccc2ccccc2c1,86,-4,0,3,0,-2,96,96,-1,0,0.6
CCc1c(C)nc2c(OC)cccc2c1SCCC(=O)O,100,-7,-3,1,-4,-5,100,98,-5,-2,0.3
O=C(Cn1c(COc2ccccc2)nc2ccccc21)Nc1cc(Cl)c(Cl)cc1Cl,99,-1,-8,3,-2,-1,99,97,-1,-1,0.4
CC(O)CNc1cnccn1 (stereo not drawn),104,-2,-4,2,-1,-3,107,u,0,-2,0.9
CCOn1c(=O)c(C)[n+]([O-])c2ccccc21,100,x,-1,8,0,-1,93,94,-5,4,0.8
O=C(NC(C(=O)O)c1ccccc1)c1ccc(S(=O)(=O)N2CCOCC2)cc1 (stereo not drawn),101,-6,-10,5,-7,-1,101,102,-8,0,0.0
CCN(CC)CCNC(=O)c1ccc(NC(=O)/C=C/c2cc(OC)c(OC)c(OC)c2)cc1,101,1,-3,0,-3,2,101,u,0,2,0.0
Cc1nnc(SCC(=O)Nc2nsc(-c3ccc(Cl)cc3)n2)s1,102,-6,-10,3,-10,4,100,102,-10,0,0.3
COc1ccc2cc(OC)c(C(=O)N3CCOCC3)cc2c1,103,-2,-7,1,-3,0,99,97,0,5,0.8
Cc1cc([N+](=O)[O-])nn1CCCC(=O)Nc1cc(Oc2ccccc2)cc([N+](=O)[O-])c1,100,-4,-4,53,-5,-5,100,98,-5,-4,9.0
Cc1ccccc1OCCCCn1c(CO)nc2ccccc21,104,0,-4,5,-4,1,103,101,0,0,0.0
O=C(NC1CC1)C1=C[C@H](c2ccc3c(c2)OCO3)C[C@H](OCc2ccc(CO)cc2)O1,98,-2,-4,-1,1,3,98,98,2,0,-0.1
COc1ccc(C(=O)CSc2nnc(CN3CCCCC3)n2-c2ccc(F)cc2)cc1OC,118,-5,-7,8,-6,-3,110,103,-6,-7,1.1
COc1ccc(N(CC(=O)Nc2ccc3c(c2)OCO3)S(=O)(=O)c2ccccc2)cc1,101,-2,0,11,0,2,96,92,-2,1,2.0
CC(C)CNC(=O)c1cccc(NC(=O)COc2cccc([N+](=O)[O-])c2)c1,98,-1,-5,13,-6,0,100,96,-1,2,2.2
NC(=O)CN1CCN(c2cccc(Cl)c2)CC1,99,-7,-8,0,-4,-2,96,97,-1,-1,0.6
Cc1ccc2nc(C3CCN(S(=O)(=O)c4ccc5ccccc5c4)CC3)[nH]c2c1,100,-8,-14,6,-8,-1,98,96,-3,0,1.2
COC(=O)c1ccc(C(=O)NCCCCO)cc1,98,-1,-6,6,0,0,102,106,0,-1,1.1
CS(=O)(=O)N(CC(=O)N1CCCCC1)c1cccc(F)c1,102,-1,-5,-1,-2,0,97,97,-2,0,0.4
CCCCCCn1c(=O)c(C(=O)N/N=C/c2cccc(F)c2)c(O)c2ccccc21,105,-1,-3,-1,3,-3,105,105,-3,-2,-0.5
Cc1ccc(C)c(NC(=O)CN(C)C(=O)/C=C/c2ccco2)c1,103,1,2,0,-2,-1,103,103,-1,-2,-0.3
O=S(=O)(c1ccc(Cl)cc1)N1CCCC1c1nc(-c2cccc(Cl)c2)no1 (stereo not drawn),107,-8,-7,0,-5,0,105,104,-10,2,-0.2
CC(=O)c1ccc(N2C(=O)C3C(C2=O)C(C(=O)c2ccc(Cl)cc2)N2CCCC32)cc1 (stereo not drawn),102,4,7,1,0,3,99,95,1,1,0.5
CCSC1=NC(C)(C)C=C(C)N1,98,-12,-15,1,-12,0,94,96,-4,-2,0.2
O=C(Nc1ccc(Cl)c(Cl)c1)N1CC=CCC1,97,1,0,3,3,6,110,105,0,4,0.3
Cc1nc2c(-c3ccccc3)c(C)nn2c(C)c1CC(=O)O,92,0,0,16,0,-1,98,95,-2,-2,1.7
COc1nc(-c2ccccc2)nnc1-c1ccccc1,99,-6,-3,2,-2,-5,101,u,-5,-2,0.7
O=C1c2ccccc2N2C(=O)c3ccccc3C2N1O (stereo not drawn),101,-4,-11,4,-6,3,101,99,-5,2,0.5
CC1=NN(c2ccc(Cl)cc2)C(=O)C1,100,0,-4,10,-4,-1,101,97,0,-1,1.0
COc1ccc(CNC(=O)c2cc(SC)ccc2Cl)cc1OC,98,-1,0,3,1,0,95,u,-1,-1,0.0
CC(=O)Nc1nnc(SCc2ccc(F)cc2)s1,99,3,-3,5,-3,1,103,106,0,-1,0.4
CN(C)/C=C(\C#N)C(N)=C(C#N)C#N,98,4,-1,-2,-1,3,97,u,5,6,-0.6
CCCOC(=O)c1c(NC(=O)/C=C/c2cnn(C)c2C)sc(C(=O)OCC)c1C,119,1,6,5,9,10,106,106,2,2,1.0
COC(=O)CNC(c1ccccc1)c1cc(Cl)ccc1NC(=O)c1cccc(Cl)c1 (stereo not drawn),102,-14,-10,1,-12,-19,102,105,-22,-30,2.9
Cc1cc([N+](=O)[O-])cc2ncccc12,112,0,-5,1,0,1,113,113,1,0,0.2
Cc1ccccc1C(=O)NNC1CC(=O)N(c2ccc3c(c2)OCCO3)C1=O (stereo not drawn),94,-9,-4,0,-6,-3,93,96,-12,-6,0.0
C/C(=N/NC(=O)c1sc(NS(=O)(=O)c2ccccc2)nc1C)c1ccc(F)cc1,101,0,-4,-4,-1,-4,101,100,-3,-5,-0.5
Cc1ccccc1Cn1c(=O)sc2ccccc2c1=O,101,-4,-2,5,-6,-5,100,102,-5,-2,0.7
Cc1cccc(-n2c(SCc3cc(=O)n4c(C)cccc4n3)nc3[nH]ncc3c2=O)c1,101,-10,-8,9,-5,-3,101,102,-1,-6,17
COc1ccc(OCC(=O)Nc2ccc(Cl)cc2)cc1,106,-2,-4,2,-5,-1,103,106,0,-1,-0.1
Cn1c(SCC(=O)c2cccs2)nnc1-c1ccco1,95,1,3,-1,5,0,99,94,-1,1,-0.4
O=C(C1CCCN(S(=O)(=O)Cc2ccccc2)C1)N1CCC(Cc2ccccc2)CC1 (stereo not drawn),100,-3,-13,0,-10,2,101,102,-2,0,0.3
O=C(O)c1cccnc1SC1CC(=O)N(c2cccc3ccccc23)C1=O (stereo not drawn),99,-2,-2,3,-4,0,98,103,0,-2,0.8
Cc1ccc(/C=C2\SC(=S)N(CCCC(=O)Nc3ccccn3)C2=O)cc1,91,-3,-4,1,0,-2,95,93,-6,-4,0.5
CC(=O)c1sc(=S)n(-c2ccc(Cl)cc2)c1C,98,-8,-5,2,-11,-1,101,u,-5,-3,0.2
CN(C)c1ccc(CNn2cnnc2SCC(=O)NC(C)(C)C)cc1,102,0,-4,1,0,0,102,103,0,-2,0.8
CN(C)C(=O)C(=O)c1cccn1-c1ccccc1C#N,102,-6,-9,1,-8,0,99,100,-7,-1,0.7
COc1ccc(CNc2nc(-c3cccnc3)nn2C(=O)C(C)C)cc1,102,-1,-5,16,-1,0,102,102,-2,2,0.2
CCC(C)(C)NC(=O)C(c1cccn1C)N(C(=O)Cn1nnc2ccccc21)c1ccc(OC)cc1OC (stereo not drawn),103,-6,-1,2,-6,-3,106,106,-2,0,1.1
O=C1OCCC1Sc1nc2ccccc2c(=O)n1Cc1ccccc1 (stereo not drawn),98,-5,-4,20,0,-2,99,103,-1,-3,0.4
O=S(=O)(Cc1cc(Sc2ccccc2)nc(-c2ccccc2)n1)c1ccccc1,102,-8,-15,1,-13,0,96,94,-5,-3,0.3
CCN(CC)c1ccc(/C=N/n2c(=S)[nH]nc(C)c2=O)cc1,97,-8,-6,1,-3,-4,101,96,-6,-6,0.2
O=C(NCCCNC(=O)c1cncc(O)c1)c1cncc(O)c1,106,-4,-8,0,-3,0,105,104,0,-1,0.0
O=C(CCN1C(=O)/C(=C/c2cccc(Br)c2)SC1=S)NNC(=O)c1cccnc1,102,-1,-1,-1,-2,5,99,100,4,7,-0.2
CCn1c(=O)cc(OCC(=O)Nc2nc(C)cs2)c2ccccc21,101,-8,-9,1,-10,0,100,98,-5,-3,0.2
# Remaining list, next part
SMILES,RGS8-Gao reg,Bim-Bcl-B,Bfl-1 Bim block,ABCG2 inh,Bim-Bcl-2,Bcl-W Bim block,RGS4-Gao reg,RGS7-Gao reg,Bim-Bcl-XL,Mcl-1 Bim block,ABCB1 block
c1ccc(-c2ccccn2)nc1,99,-4,1,3,0,-3,99,97,-3,-3,0.9
CN1CCN(C(=O)CN(CCc2ccccc2)S(C)(=O)=O)CC1,101,-9,-14,-2,-8,-2,101,98,-10,-3,-0.3
Cc1cccc(Cc2c(C)nc3nc(SCC(=O)NCc4ccco4)nn3c2C)c1,98,-4,-1,0,-1,5,96,98,0,0,0.5
Clc1ccc(OCCn2ccnc2)c2ccccc12,98,-6,0,10,0,0,90,88,0,-1,1.4
COCCNC(=O)Cn1cnc2ccc(S(=O)(=O)N3CCC(C)CC3)cc2c1=O,100,1,-1,1,1,-1,98,100,0,-1,0.5
Fc1ccc(N2N=C(c3cccs3)CC2c2ccco2)c(F)c1 (stereo not drawn),97,0,-1,2,-6,-3,100,96,-1,-3,0.3
CCc1ccc(N(C(=O)CNC(=O)c2ccco2)C(C(=O)NCC2CCCO2)c2ccccc2)cc1 (stereo not drawn),102,0,-2,1,2,0,100,100,2,0,0.8
O=C(NCC1CCCO1)C1CCN(S(=O)(=O)c2ccccc2)CC1 (stereo not drawn),99,0,0,0,-2,2,100,101,0,1,0.2
CN(C)CCCNC(=O)c1ccc(Cl)c(S(=O)(=O)N(C)c2ccccc2)c1,100,-12,-11,2,-11,0,98,100,-15,-1,0.3

# Single records, from the list above:
# Listed for `CCCOC(=O)c1c(NC(=O)/C=C/c2cnn(C)c2C)sc(C(=O)OCC)c1C` = RGS8-Gao reg = 119; Bim-Bcl-B = 1; Bfl-1 Bim block = 6; ABCG2 inh = 5; Bim-Bcl-2 = 9; Bcl-W Bim block = 10; RGS4-Gao reg = 106; RGS7-Gao reg = 106; Bim-Bcl-XL = 2; Mcl-1 Bim block = 2; ABCB1 block = 1.0
# Listed for `CCc1c(C)nc2c(OC)cccc2c1SCCC(=O)O` = RGS8-Gao reg = 100; Bim-Bcl-B = -7; Bfl-1 Bim block = -3; ABCG2 inh = 1; Bim-Bcl-2 = -4; Bcl-W Bim block = -5; RGS4-Gao reg = 100; RGS7-Gao reg = 98; Bim-Bcl-XL = -5; Mcl-1 Bim block = -2; ABCB1 block = 0.3

# Compound activity deposited in PubChem by NMMLSC.
